Assay outcomes as filed in PubChem BioAssay.
Rab7 wt GTP bind: dog Rab7 wildtype GTP binding, inhibitors and activators. AID 758. GST-Rab7 beads, fluorescent GTP binding, flow cytometry; actives lie on both sides; untreated = 100%, excess cold GTP = 0%. 190,000 tested, 0.055% active. GTP binding activity (percent of control), % at 10 µM;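 active = fluorescent GTP binding to Rab7 beads changed by at least 20 points from the 100% baseline, either direction, mostly lower; inconclusive = compound itself probably fluorescent, or too few beads counted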;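 note: median green fluorescence of bound Bodipy-FL-GTP per Rab7 bead population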
Mcl1 Noxa PPI: disrupts binding of human Mcl-1 to Noxa peptide | TR-FRET Mcl-1/Noxa peptide binding, 2 h | 220,000 tested, 1.5% active | Q07820 | inhibition, % at 21.7 µM;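 active = compounds that cut the protein-peptide binding signal by more than 50% relative to plate controls in a single-dose test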;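 note: His-tagged Mcl-1 with rhodamine Noxa BH3 peptide and terbium anti-His antibody; 0% = Mcl-1 plus Noxa peptide wells and 100% = peptide-only wells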
Target sequence (Q07820 whole entry, looked up): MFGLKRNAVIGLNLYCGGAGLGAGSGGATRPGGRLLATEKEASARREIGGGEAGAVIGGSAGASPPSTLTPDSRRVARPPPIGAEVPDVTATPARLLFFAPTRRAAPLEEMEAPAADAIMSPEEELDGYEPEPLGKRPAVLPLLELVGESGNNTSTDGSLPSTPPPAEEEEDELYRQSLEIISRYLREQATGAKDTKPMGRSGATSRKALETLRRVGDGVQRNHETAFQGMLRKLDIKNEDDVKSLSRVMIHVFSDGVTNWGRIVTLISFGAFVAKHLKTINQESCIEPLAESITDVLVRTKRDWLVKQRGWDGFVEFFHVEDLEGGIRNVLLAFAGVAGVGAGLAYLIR
Rab2 wt GTP: changes GTP binding to wildtype dog Rab2A, up or down. P61105. GST-Rab2 wt beads, Bodipy-GTP binding, flow cytometry. GTP binding activity, % at 10 µM. 190,000 tested, 0.19% active. AID 760;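 active = GTP binding activity at least 20 points away from 100%, either lowered or raised; inconclusive = signal likely due to the compound's own green fluorescence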;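 note: 0% = beads with excess unlabeled GTP and 100% = no-compound control corrected for plate trend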
Mcl1-Bid inh: disrupts binding of human Mcl-1 to Bid peptide | 220,000 tested, 0.97% active | AID 1021 | TR-FRET Mcl-1/Bid-Dy647 peptide binding, 1536-well | inhibition, % at 21.7 µM;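 active = compounds that cut the binding signal by more than half at the single screening dose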;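 note: His-tagged Mcl-1 with europium anti-His antibody binding Bid BH3 peptide; 0% = Mcl-1 plus peptide wells and 100% = peptide-only wells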
Pf gamet viab: kills late stage P. falciparum gametocytes; P. falciparum stage V gametocytes, ATP luminescence, 24 h; inhibition, % at 10.9 µM; 150,000 tested, 0.065% active;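 active = inhibition above the mean plus 3 SD of compounds within the control limits, set per campaign, cut at about 38% in these data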;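 note: 0% = DMSO wells and 100% = medium only without gametocytes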
Rac1 wt modul: alters GTP binding to wildtype human Rac1; GTP binding activity (% of control), % at 10 µM; P63000; GST-Rac1 beads, fluorescent GTP binding, flow cytometry; actives lie on both sides; 0 = cold GTP competed, 100 = untreated; 190,000 tested, 0.27% active; AID 757;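 active = GTP binding activity at least 20 points away from the 100% control level, either lower or higher; inconclusive = compound flagged as likely green fluorescent, judged across all proteins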
HRas wt GTP: modulators of GTP binding to human HRas wildtype. P01112. GST-Ras wt beads, Bodipy-FL-GTP binding, flow cytometry; actives lie on both sides. 190,000 tested, 0.14% active. AID 759. GTP binding activity, % at 10 µM;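 active = GTP binding activity at least 20% away from the 100% baseline, either lowered as inhibitor or raised as activator; inconclusive = flagged as likely green fluorescent, judged across all proteins in the well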;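 note: 0% = unlabeled GTP competition control and 100% = no-compound control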
Target sequence (P01112 whole entry, looked up): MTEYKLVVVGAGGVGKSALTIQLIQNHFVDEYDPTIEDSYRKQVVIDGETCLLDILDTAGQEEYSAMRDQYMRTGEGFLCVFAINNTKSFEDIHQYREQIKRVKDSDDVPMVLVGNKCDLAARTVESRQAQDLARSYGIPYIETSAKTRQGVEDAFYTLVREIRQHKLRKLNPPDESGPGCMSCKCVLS
RGS8-Gao reg: human RGS8-Galphao interaction regulation. AID 1423. response (percent of control binding), % at 10 µM. multiplexed bead flow cytometry, RGS8-Galphao binding; actives lie on both sides. 220,000 tested, 0.34% active; in the data active = response below about 60% or above about 140%; inactive = in between;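 note: Galphao activated as the GDP aluminium fluoride complex binding bead-coupled RGS8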
Rac1 act GTP bind: modulators of GTP binding to human Rac1 activated mutant; 190,000 tested, 0.11% active; GST-Rac1 activated beads, fluorescent GTP binding, flow cytometry; actives lie on both sides; 100% means binding = to untreated wells; AID 764; percent activity (GTP binding), % at 10 µM; P63000;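 active = GTP binding at least 20 percentage points away from the 100% baseline, in either direction, so actives lie on both sides; inconclusive = Compound likely fluorescent itself, or too few beads counted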
Mcl-1 Bim block: human Bim-Mcl-1 interaction inhibition | Q07820 | Bead-based flow cytometry, Bim peptide-Mcl-1 binding | inhibition, % at 10 µM | 190,000 tested, 0.1% active; in the data active = inhibition above about 40%;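 note: 0% = no compound tracer wells and 100% = peptide blocker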
Cdc42 wt: changes GTP binding to wildtype human Cdc42; P60953; GST-Cdc42 beads, Bodipy-GTP binding, flow cytometry; actives lie on both sides; percent activity (GTP binding), % at 10 µM; 190,000 tested, 0.2% active; AID 761;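 active = percent activity GTP binding at least 20 points away from the 100% baseline, either down as inhibitor or up as activator; inconclusive = compound flagged as likely green fluorescent from well-wide comparison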;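 note: median bead fluorescence of bound Bodipy-FL-GTP at 100 nM; 0% = excess unlabeled GTP control and 100% = no compound control; below 100% means less GTP binding so inhibitor and above means activator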
Target sequence (P60953 whole entry, looked up): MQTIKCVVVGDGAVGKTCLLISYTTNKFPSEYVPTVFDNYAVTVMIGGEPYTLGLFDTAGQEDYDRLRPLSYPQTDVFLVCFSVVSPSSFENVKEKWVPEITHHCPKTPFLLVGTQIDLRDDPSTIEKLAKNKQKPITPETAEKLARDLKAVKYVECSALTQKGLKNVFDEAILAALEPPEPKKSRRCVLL
Active calls of the source: *; ? = inconclusive; nt = no result given.

SMILES | Rab7 wt GTP bind | Mcl1 Noxa PPI | Rab2 wt GTP | Mcl1-Bid inh | Pf gamet viab | Rac1 wt modul | HRas wt GTP | RGS8-Gao reg | Rac1 act GTP bind | Mcl-1 Bim block | Cdc42 wt
N#CC1(c2ccccc2)CCCN1C(=O)c1ccc(Br)o1 (stereo unspecified) | 99 | -19 | 100 | -15 | 2 | 101 | 101 | 98 | 101 | 0 | 104
C=CCn1c(COc2ccccc2)nnc1SCC(=O)NCC(=O)OCC | 95 | 1 | 95 | -8 | 9 | 95 | 95 | 104 | 93 | -2 | 96
O=C(C1CCCO1)N1CCN(C(=S)Nc2ccc(Cl)cc2)CC1 (stereo unspecified) | 99 | 11 | 100 | -43 | 13 | 106 | 101 | 112 | 101 | 0 | 99
COc1ccc(CN(C(=O)c2ccc(-c3ccccc3)[nH]2)C(C(=O)NCC2CCCO2)c2ccc(C)o2)cc1 (stereo unspecified) | 106 | 4 | 101 | -39 | -32 | 106 | 102 | 101 | 100 | 0 | 101
C#CC[N+](C)(C)CC#Cc1ccc(Cl)cc1 | 100 | 17 | 100 | 7 | -4 | 104 | 100 | 99 | 102 | -5 | 106
O=C(CCc1ccccc1)Nc1ccccc1[N+](=O)[O-] | 101 | -4 | 100 | -4 | nt | 104 | 101 | 100 | 98 | -5 | 103
CC(=O)n1nc(-c2ccccc2)nc1NCc1ccc(F)cc1 | 90 | -6 | 94 | -22 | nt | 97 | 96 | 104 | 93 | -1 | 96
Cc1ccc(CNC(=O)CSc2ccc(-c3ccco3)nn2)cc1 | 98 | 12 | 98 | -15 | -6 | 103 | 101 | 102 | 100 | -6 | 102
Cc1ccc(-n2c(C)cc(/C([O-])=C(/C(=S)Nc3ccc(F)c(Cl)c3)[n+]3ccccc3)c2C)cc1 | 96 | 13 | 92 | -22 | nt | 92 | 96 | 99 | 94 | 0 | 95
O=C(NCCN1C(=O)S/C(=C\c2ccc(OC(F)F)cc2)C1=O)c1cnccn1 | 100 | 33 | 100 | -26 | 6 | 101 | 99 | 105 | 98 | -3 | 99
COc1cccc(-c2csc(N3CCN(C(=O)Nc4ccccc4OC)CC3)n2)c1 | 100 | 0 | 100 | -54 | nt | 106 | 101 | 96 | 99 | -5 | 102
CCOc1ccc(CC(=O)Nc2ccc(S(=O)(=O)Nc3cc(C)on3)cc2)cc1OCC | 100 | 15 | 99 | -9 | 29 | 108 | 99 | 97 | 98 | 2 | 101
CC(=O)Nc1ccc(NC(=O)Cn2c(=O)n(-c3ccccc3)c(=O)c3oc4ccccc4c32)cc1 | 104 | 13 | 98 | -23 | 0 | 96 | 98 | 90 | 96 | -4 | 92
c1ccc(-c2noc(CSc3nnc(Cc4cccs4)n3-c3ccccc3)n2)cc1 | 98 | -2 | 99 | -8 | nt | 105 | 99 | 98 | 101 | -2 | 100
Cc1ccc(C2=NN(S(=O)(=O)c3ccccc3)C(c3ccccc3O)C2)cc1 (stereo unspecified) | ? | -1 | ? | 13 | nt | ? | ? | 103 | ? | -8 | ?
CCCCNC(=O)C1C2C=CC3(CN(Cc4ccc(C)cc4)C(=O)C13)O2 (stereo unspecified) | 103 | 13 | 101 | -24 | nt | 104 | 101 | 104 | 98 | -5 | 98
COC(=O)[C@H](Cc1ccccc1)NC(=O)O[C@@H]1C(=O)c2cc(OC)ccc2O[C@H]1c1ccc(OC)c(Br)c1 | 102 | -156 | 99 | -9 | nt | 103 | 101 | 100 | 97 | 0 | 104
Cc1cc(NC(=O)c2cc3ccccc3oc2=O)no1 | 92 | nt | 93 | 16 | nt | 91 | 96 | 101 | 93 | -4 | 95
CCC(C)N1CCCCC1C(=O)Nc1c(C)cc(C)cc1C (stereo unspecified) | 101 | 1 | 99 | 7 | nt | 98 | 99 | 127 | 98 | 1 | 96
C/C(=N\Nc1ccc([N+](=O)[O-])cc1)c1ccc(-n2nncc2C)cc1 | 101 | 8 | 100 | -8 | -5 | 104 | 101 | 104 | 98 | -3 | 100
CCC(C)(C)NC(=O)CN(CCc1cccc(C)c1)C(=O)c1csnn1 | 100 | -13 | 95 | -32 | 13 | 98 | 98 | 106 | 94 | 0 | 93
CCOC(=O)C(NC(C)=O)C(=O)Nc1ccc(C)cc1C (stereo unspecified) | 98 | -13 | 98 | -31 | nt | 94 | 97 | 98 | 94 | -2 | 95
Cc1ccc(OCC(=O)NNC(=O)C2CCN(c3nccc(C)n3)CC2)cc1 | 101 | 2 | 103 | -4 | nt | 104 | 100 | 102 | 101 | 2 | 104
COc1ccc2c(c1)C(C)=CC(C)(C)N2C(=O)CN1C(=O)CCC1=O | 100 | -3 | 97 | -6 | 2 | 103 | 99 | 100 | 98 | -4 | 98
COc1ccc(-c2nnc(Nc3ccc(S(=O)(=O)Nc4nccs4)cc3)c3ccccc23)cc1 | 108 | 13 | 101 | 2 | nt | 100 | 100 | 103 | 93 | 0 | 96
SMILES | Rab7 wt GTP bind | Mcl1 Noxa PPI | Rab2 wt GTP | Mcl1-Bid inh | Pf gamet viab | Rac1 wt modul | HRas wt GTP | RGS8-Gao reg | Rac1 act GTP bind | Mcl-1 Bim block | Cdc42 wt
CC1CC(C)CN(C(=O)Cn2c(SCC(=O)N3CCc4ccccc4C3)nc3ccccc32)C1 (stereo unspecified) | 102 | 2 | 98 | 0 | 3 | 107 | 101 | 102 | 98 | -6 | 102
COc1ccc(OCC(=O)OCC(=O)Nc2ccc(S(=O)(=O)N3CCCCC3)cc2)cc1 | 97 | -6 | 98 | -8 | nt | 100 | 100 | 99 | 98 | -13 | 100
Cc1cc(=O)[nH]c(SCC(=O)Nc2ccc(S(=O)(=O)N3CCOCC3)cc2)n1 | 102 | -4 | 98 | -8 | 6 | 99 | 101 | 101 | 96 | -1 | 100
O=C(O)c1cccc(N2CCCC2=O)c1 | 98 | -4 | 100 | -43 | -8 | 100 | 103 | 106 | 101 | -5 | 101
CC(C1CC2CCC1C2)n1c(-c2ccco2)n[nH]c1=S (stereo unspecified) | 96 | 8 | 97 | -51 | 9 | 92 | 96 | 120 | 93 | -1 | 97
Cc1ccc2nsnc2c1NC(=S)NC(=O)c1ccco1 | 105 | -1 | 102 | -55 | -10 | 104 | 103 | 101 | 102 | -5 | 102
COC(=O)C(Cc1ccccc1)P(=O)(c1ccccc1)c1ccccc1 (stereo unspecified) | 99 | 18 | 99 | -8 | -11 | 103 | 99 | 103 | 97 | -5 | 101
CC(=O)Nc1ccc(S(=O)(=O)N(c2cccnc2)S(=O)(=O)c2ccc(NC(C)=O)cc2)cc1 | 101 | 2 | 100 | 5 | nt | 101 | 100 | 91 | 97 | nt | 100
CCN1C(=O)c2cccc3c(S(=O)(=O)NCc4ccccn4)ccc1c23 | 102 | 7 | 102 | -17 | 0 | 101 | 99 | 102 | 100 | 2 | 100
CC(C)C(=O)N1CCN(CCN=CC2=C(O)CC(c3ccco3)CC2=O)CC1 (stereo unspecified) | 99 | -1 | 104 | -6 | -30 | 106 | 104 | 99 | 101 | -3 | 105
CN(Cc1nc(-c2cnccn2)no1)Cc1cccc2ccccc12 | 96 | 10 | 97 | -4 | -2 | 98 | 97 | 101 | 95 | -2 | 96
Cc1ccc(NC(=O)COC(=O)c2csc3c2CCC(C)C3)cc1S(=O)(=O)N1CCCCC1 (stereo unspecified) | 100 | -1 | 97 | -26 | 17 | 99 | 98 | 90 | 97 | 0 | 96
COc1ccc2c(c1)c(=O)c(C(=O)c1ccccc1)cn2Cc1ccccc1 | 94 | 5 | 101 | -4 | nt | 107 | 99 | 93 | 99 | 0 | 103
C=CCNC(=S)NNc1nc(Nc2ccccc2)nc(N2CCCCC2)n1 | 96 | 18 | 96 | -43 | 3 | 97 | 96 | 103 | 94 | -1 | 97
Nc1c(S(=O)(=O)c2ccccc2)c2nc3ccccc3nc2n1/N=C/c1ccco1 | 90 | 73* | 88 | 3 | 13 | 85 | 89 | 103 | 86 | 4 | 88
COc1cccc(CNc2nc3nc(C)c(Cl)c(C)n3n2)c1 | 100 | -2 | 102 | 4 | -16 | 100 | 103 | 96 | 102 | 0 | 102
CN(C)NC1=CC(=[N+]2CCCC2)CC(C)(C)C1 | 99 | 10 | 100 | -24 | 18 | 97 | 97 | 100 | 96 | 0 | 97
CC1CN(C(=O)CN2C(=O)c3ccccc3C2=O)CC(C)O1 (stereo unspecified) | 102 | 0 | 103 | -13 | nt | 103 | 101 | 100 | 101 | 2 | 101
COc1ccc(-c2nnn(CC(=O)NCCc3ccc(OC)c(OC)c3)n2)cc1 | 97 | 2 | 96 | -2 | -12 | 97 | 95 | 102 | 97 | 1 | 98
COC(=O)c1cc(NS(=O)(=O)c2ccc(N3CCOCC3)c(NC(C)=O)c2)cc(C(=O)OC)c1 | 97 | 10 | 100 | -4 | 2 | 102 | 101 | 100 | 97 | -15 | 100
COc1ccc(N2C(=O)CC(Sc3nccc(C)n3)C2=O)cc1 (stereo unspecified) | ? | 32 | ? | -5 | nt | ? | ? | 103 | ? | -2 | ?
Cn1cc([C@@H]2C[C@H]3CN(Cc4cccc(Cl)c4)C(=O)[C@]34CCCN24)c(-c2ccccc2)n1 | 99 | 12 | 95 | 0 | nt | 87 | 93 | 102 | 93 | 1 | 93
O=C1c2ccccc2C(=O)N1c1ncccn1 | 102 | -12 | 103 | -18 | nt | 107 | 103 | 100 | 102 | 0 | 105
CCc1ccc(NS(=O)(=O)c2cccs2)cc1 | 101 | 2 | 101 | -5 | -7 | 103 | 100 | 79 | 97 | 4 | 102
COc1ccc(-c2cc(C(F)F)n3ncc(C(=O)N4CCCc5ccccc54)c3n2)cc1 | 97 | -80 | 100 | 4 | -2 | 101 | 100 | 103 | 101 | -1 | 99
Oc1ccc(-c2onc(C(F)(F)F)c2-c2cscn2)c(O)c1 | 99 | 22 | 103 | -30 | nt | 104 | 104 | 101 | 102 | -2 | 104
Cc1ccc(/C=C(\C#N)C(=O)NCc2ccco2)o1 | 94 | 17 | 98 | -23 | 18 | 104 | 100 | 103 | 100 | -2 | 102
Cc1ccc(-n2c(=O)c(C#N)cc3c(=O)n4ccccc4nc32)cc1 | 99 | -3 | 101 | -7 | -26 | 101 | 100 | 106 | 101 | -6 | 103
COc1ccccc1NC(=O)Cn1c(CCC(=O)O)ccc1-c1ccc(C)cc1 | 102 | 14 | 98 | -14 | -2 | 98 | 99 | 105 | 93 | -1 | 96
CCOC(=O)c1c(C)[nH]c(C(=O)CSc2ccccc2)c1C | 96 | 6 | 93 | -1 | nt | 94 | 97 | 98 | 93 | -4 | 98
